Screening results deposited in PubChem by National Center for Advancing Translational Sciences (NCATS).
ATXN2 expr inh – Primary qHTS for Inhibitors of ATXN expression; AID 1745845, 2022; HEK-293 ATXN2-luciferase reporter, luminescence, 24 h; Potency, µM (titrated, usually from 57 µM), for the others: at the highest dose activity change, negative = inhibition, actives largely listed as inhibitors; 360,000 compounds, 0.72% hits; further: potency means the concentration at half of the fitted maximal effect; on the % scale 0 is the no-effect control and ±100 the full control effect; nearly all actives have a fitted effect of over 55% in size
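ATXN2-luciferase reporter cells (luciferase flanked by upstream and downstream ATXN2 gene portions) were treated 24 h at 37 °C with compounds at up to 57 uM. SteadyGlo luminescence gave expression; GF-AFC fluorescence gave viability.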
SW480 rereplic – A quantitative high throughput screen for small molecules that induce DNA re-replication in SW480 colon adenocarcinoma cells; SW480 DNA re-replication, Hoechst DNA content imaging, 48 h; 340,000 compounds, 1.8% hits; Potency, µM (series often up to 46.1 µM), for inactives: at the top dose re-replication activation, usual class: activators; further: potency means the concentration at half of the fitted maximal effect; % of control where 0% means no effect; nearly all actives have a fitted effect of over 55% in size
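First, 250 cells per well were seeded. Next, compound or vehicle (23 nL) was pinned in, plates sat 48 hr at 37 C. Finally Hoechst was added for 40 min before fluorescence scanning.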
ATXN viability – Viability Counterscreen for Primary qHTS for Inhibitors of ATXN expression | AID 651635, 2014 | Potency, µM (series often up to 56.7 µM), usual class: cytotoxic | 400,000 compounds, 0.49% hits | S2 cells (HEK-293 line with an ATXN2-luciferase reporter) viability, CellTiter-Fluor protease fluorescence, 24 h; further: potency means the concentration at half of the fitted maximal effect; nearly all actives have a fitted effect of over 40% in size
MCF10A rereplic – A quantitative high throughput screen for small molecules that induce DNA re-replication in MCF 10a normal breast cells. MCF 10A DNA re-replication, Hoechst nuclear intensity, 48 h. 350,000 compounds, 2.9% hits. Potency, µM (highest dose often 46.1 µM), inactives show top-dose activity, positive = re-replication, usual class: activators; further: potency means the concentration at half of the fitted maximal effect; % of control where 0% means no effect; nearly all actives have a fitted effect of over 50% in size
HepG2 tox – qHTS for Inhibitors of TGF-b: Cytotox Counterscreen; HepG2 CAGA-GFP viability, ATP luminescence, 18 h; Potency, µM (top dose mostly 46.1 µM), inactives show at the top dose activity change, negative = cytotoxicity, hits mostly cytotoxic; 410,000 compounds, 0.76% hits; AID 588856, 2011; further: potency means the concentration at half of the fitted maximal effect; some results filed as inactive show a strong effect at the top dose
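CellTiter-Glo luminescence gave cytotoxicity after 18 hours at 37 degrees C. The cells were HepG2 CAGA-GFP in 1% FBS DMEM, stimulated with 500 pg/mL TGF-beta after compound addition. %Activity was normalised to no-cell wells (complete cell-killing) and DMSO (no toxicity), and curves were fitted and classified.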
HT1080NT lethal – qHTS for induction of synthetic lethality in tumor cells producing 2HG: qHTS for the HT-1080-NT fibrosarcoma cell line | HT-1080-NT fibrosarcoma viability, CellTiter-Glo ATP luminescence, 48 h | Potency, µM (top dose mostly 46.1 µM), without a hit: at the highest dose activity, negative = less viability, usual class: cytotoxic | AID 686970, 2013 | 360,000 compounds, 1.6% hits;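 further: NT is the 2HG producing partner of a matched IDH1 knockdown line; potency means the concentration at half of the fitted maximal effect; 0% = DMSO-treated cells and -100% = media-only wells without cells; nearly all actives have a fitted effect of over 55% in size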
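750 cells/well, RPMI + 5% FBS; 2 h settle, compound pin-transfer, 48 h at 37 degrees C. CellTiter-Glo 10 min RT, luminescence. Normalized to DMSO and media-only wells.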
IL1B secr inh – qHTS for Inhibitors of Inflammasome Signaling: IL-1-beta AlphaLISA Primary Screen. THP-1 LPS/ATP IL-1B secretion, AlphaLISA, 16 h; active compounds read low. activity change, % at 57.5 µM. 360,000 compounds, 4.7% hits; in the data active means activity change below about -50%; inconclusive means mostly about -30% to -49%; further: on the % scale 0 is the no-effect control and ±100 the full control effect
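THP-1 cells pretreated 1 hr with compounds (up to 57.5 uM final), then stimulated with LPS (250 ng/mL final) plus ATP (1.25 mM final); secreted IL-1B measured by AlphaLISA after 16 hr, decreased signal indicating inhibition.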
HT1080 IDH1KD tx – qHTS for induction of synthetic lethality in tumor cells producing 2HG: qHTS for the HT-1080-IDH1KD cell line. AID 686971, 2013. Potency, µM (series often up to 46.1 µM), for inactives: at the top dose activity, negative = toxicity, hits mostly cytotoxic. HT-1080 IDH1 knockdown viability, ATP luminescence, 48 h. 360,000 compounds, 2% hits;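 further: potency means the concentration at half of the fitted maximal effect; 0% = DMSO wells and -100% = cell-free medium wells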
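In this qHTS, HT-1080 cells depleted of IDH1 are exposed for 48 h at 37 °C to compound titrations. Toxicity is scored from CellTiter-Glo luminescence, with DMSO as full viability and medium alone as none.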
KB-3-1 tox – qHTS assay for MDR1-selective chemotherapeutics: Primary screen using the parental adenocarcinoma cell KB-3-1. KB-3-1 viability, CellTiter-Glo ATP luminescence, 72 h. Potency, µM (series often up to 46.1 µM), for the others: at the top dose activity change, negative = cytotoxic, most hits filed as cytotoxic. 400,000 compounds, 1.4% hits. AID 1347075, 2019; further: potency means the concentration at half of the fitted maximal effect; on the % scale 0 is the no-effect control and ±100 the full control effect; nearly all actives have a fitted effect of over 60% in size
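Parental KB-3-1 adenocarcinoma cells in phenol-red-free DMEM with 10% FBS were pin-treated with compounds at several concentrations, incubated 72 h at 37 °C, and viability read by CellTiter-Glo luminescence; concentration-effect curves were fitted after normalization.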
Active calls of the source: *; [ ] = another dose, or the depositor's remark. Unless noted, the call rests on the fitted dose curve; in most records, active means well fitted curve in the direction sought with a large enough effect; inconclusive means small, poorly fitted or top-dose-only effect, or another doubt; inactive means no such curve, though single readings can be large; an effect the other way counts as inactive or inconclusive.

Screening CS(=O)(=O)N1CCN(Cc2ccccc2C(F)(F)F)CC1 returned ATXN2 expr inh -14%, SW480 rereplic 18%, ATXN viability inactive, MCF10A rereplic 0%, HepG2 tox -27%, HT1080NT lethal 0%, IL1B secr inh 23, HT1080 IDH1KD tx 1% and KB-3-1 tox -15%.
Screening CCCN1CCN(CC(=O)Nc2nncs2)CC1 returned ATXN2 expr inh 3%, SW480 rereplic -13%, ATXN viability inactive, MCF10A rereplic 15%, HepG2 tox -2%, HT1080NT lethal -8%, IL1B secr inh -5, HT1080 IDH1KD tx -4% and KB-3-1 tox 4%.
Screening C[C@@H](C(=O)Nc1ccc2ccccc2c1)[C@@H]1C[C@@]1(C)[C@@H](NC(=O)c1cccnc1)c1ccccc1 returned ATXN2 expr inh -5%, SW480 rereplic -5%, ATXN viability inactive, MCF10A rereplic 26%, HepG2 tox -8%, HT1080NT lethal -16%, IL1B secr inh -19, HT1080 IDH1KD tx -21% and KB-3-1 tox -1%.
For CN1CCN(/N=C/c2nc(-c3ccc(Cl)cc3)n3ccccc23)CC1 the results were ATXN2 expr inh 6%, SW480 rereplic -8%, ATXN viability inactive, MCF10A rereplic inconclusive, HepG2 tox -32%, HT1080NT lethal -7%, IL1B secr inh inconclusive, HT1080 IDH1KD tx -8% and KB-3-1 tox 10%.
O=C(/C=C/c1ccc(Cl)cc1Cl)N1CCN(c2ccc([N+](=O)[O-])c(N3CCOCC3)c2)CC1 was read as ATXN2 expr inh inconclusive, SW480 rereplic -1%, ATXN viability inactive, MCF10A rereplic -49%[inhibitor], HepG2 tox -9%, HT1080NT lethal -3%, IL1B secr inh 0, HT1080 IDH1KD tx 7% and KB-3-1 tox 14%.
`CCCCOC(=O)Nc1ccc(N(C)C)cc1` gave ATXN2 expr inh 31%[activator], SW480 rereplic 19%, ATXN viability inactive, MCF10A rereplic 2%, HepG2 tox -2%, HT1080NT lethal 17%, IL1B secr inh inconclusive, HT1080 IDH1KD tx 11% and KB-3-1 tox -2%.
Screening Cc1cc(C(=O)NP(=O)(N2CC(C)OC(C)C2)N2CC(C)OC(C)C2)c(C)n1C1CC1 (stereo unspecified) returned ATXN2 expr inh -6%, SW480 rereplic -1%, ATXN viability inactive, MCF10A rereplic 15%, HepG2 tox -5%, HT1080NT lethal 2%, IL1B secr inh 14, HT1080 IDH1KD tx 3% and KB-3-1 tox -6%.
For CCCCCCC(=O)Nc1c2c(nc3ccccc13)N(C)CC2 the results were ATXN2 expr inh -7%, SW480 rereplic -14%[9.22 µM], ATXN viability inactive, MCF10A rereplic -1%, HepG2 tox -17%, HT1080NT lethal -2%, IL1B secr inh 15, HT1080 IDH1KD tx 0% and KB-3-1 tox -2%.
CC1(C)OC(=O)C(=CNc2ncccn2)C(=O)O1 was read as ATXN2 expr inh 7%, SW480 rereplic 0%, ATXN viability inactive, MCF10A rereplic -2%, HepG2 tox -3%, HT1080NT lethal -1%, IL1B secr inh 14, HT1080 IDH1KD tx 2% and KB-3-1 tox 0%.
CCOC(=O)C1=CCN(S(=O)(=O)c2ccc(Cl)cc2)C1c1ccc(C)cc1 (stereo unspecified) was read as ATXN2 expr inh -24%, ATXN viability inactive, HepG2 tox -14%, HT1080NT lethal -30%, IL1B secr inh 17, HT1080 IDH1KD tx -28% and KB-3-1 tox -6%.
`CC1(C(=O)NC(=S)N(Cc2ccccc2)c2ccccn2)CC1(Cl)Cl` (stereo unspecified) gave ATXN2 expr inh 8%, SW480 rereplic 9%, ATXN viability inactive, MCF10A rereplic 5%, HepG2 tox 20%, HT1080NT lethal -5%, IL1B secr inh 12, HT1080 IDH1KD tx -11% and KB-3-1 tox -13%.
`CCOC(=O)NN1C(=O)c2ccccc2NC1C` (stereo unspecified) gave ATXN2 expr inh -9%, SW480 rereplic -4%, ATXN viability inactive, MCF10A rereplic 1%, HepG2 tox -12%, HT1080NT lethal 8%, IL1B secr inh 5, HT1080 IDH1KD tx 5% and KB-3-1 tox 6%.
`CC1=NN(c2ccc(Cl)c(C(=O)O)c2)C(=O)C1` gave ATXN2 expr inh -2%, SW480 rereplic -14%, ATXN viability inactive, MCF10A rereplic 1%, HepG2 tox 3%, HT1080NT lethal -1%, IL1B secr inh -5, HT1080 IDH1KD tx 10% and KB-3-1 tox -4%.
C#CCN(C[C@@H](CC(C)C)NC(=O)OC(C)(C)C)S(=O)(=O)c1ccc(Br)cc1F was read as ATXN2 expr inh inconclusive, SW480 rereplic 2%, ATXN viability inconclusive, MCF10A rereplic 2%, HepG2 tox -5%, HT1080NT lethal -19%, IL1B secr inh -6, HT1080 IDH1KD tx -26% and KB-3-1 tox inconclusive.
`Cc1nc2c(C)cccn2c1C(=O)c1ccccc1` gave ATXN2 expr inh -24%, SW480 rereplic -4%, ATXN viability inconclusive, MCF10A rereplic -3%, HepG2 tox -28%, HT1080NT lethal 7%, IL1B secr inh 0, HT1080 IDH1KD tx -3% and KB-3-1 tox inconclusive.
Screening COc1cccc(CNCCSc2nnnn2C)c1OCc1ccccc1 returned ATXN2 expr inh 15%, ATXN viability inactive, HepG2 tox -21% and KB-3-1 tox 0%.
`S=C(Nc1ccccc1)N1CCn2cccc2C1c1cccnc1` (stereo unspecified) gave ATXN2 expr inh -4%, SW480 rereplic -8%, ATXN viability inactive, MCF10A rereplic -5%, HepG2 tox -1%, HT1080NT lethal 5%, IL1B secr inh -21, HT1080 IDH1KD tx -1% and KB-3-1 tox -5%.
For Cc1cccc(C)c1NC(=O)c1nc(SC(C)C)ncc1Cl the results were ATXN2 expr inh -13%, ATXN viability inactive, HepG2 tox -11% and KB-3-1 tox -1%.
`O=C(CCn1c(=O)[nH]c2ccsc2c1=O)N1CCc2ccccc2C1` gave ATXN2 expr inh 3%, SW480 rereplic -4%, ATXN viability inactive, MCF10A rereplic 0%, HepG2 tox -14%, HT1080NT lethal 12%, IL1B secr inh 0, HT1080 IDH1KD tx -1% and KB-3-1 tox 5%.
O=c1[nH]c2cccnc2n1Cc1ccccc1 was read as ATXN2 expr inh -1%, SW480 rereplic 0%, ATXN viability inactive, MCF10A rereplic 1%, HepG2 tox 2%, HT1080NT lethal 15%, IL1B secr inh 33, HT1080 IDH1KD tx 6% and KB-3-1 tox 9%.
`Cc1cc(-c2ccc(Br)cc2)n[nH]1` gave ATXN2 expr inh 2%[11.3 µM], SW480 rereplic 28%, ATXN viability inactive, MCF10A rereplic -1%, HepG2 tox -32%, HT1080NT lethal -1%, IL1B secr inh -20, HT1080 IDH1KD tx 12% and KB-3-1 tox -2%.
`CC(C)(C)NC(=O)NC12CC3CC(CC(C3)C1)C2` gave SW480 rereplic -2%, ATXN viability inactive, MCF10A rereplic 19%, HepG2 tox -18%, HT1080NT lethal -1%, IL1B secr inh 0, HT1080 IDH1KD tx 4% and KB-3-1 tox 1%.
Cc1cccc(C)c1Nc1nc2ccccc2o1 was read as ATXN2 expr inh -24%, SW480 rereplic -6%, ATXN viability inconclusive, MCF10A rereplic -3%, HepG2 tox -7%, HT1080NT lethal 14%, IL1B secr inh 9, HT1080 IDH1KD tx 11% and KB-3-1 tox 28%.
Screening COc1ccc(CC(=O)Oc2ccc(C(C)C)cc2)cc1S(=O)(=O)N1CCOCC1 returned ATXN2 expr inh 8%, SW480 rereplic -7%, ATXN viability inactive, MCF10A rereplic -1%, HepG2 tox 5%, HT1080NT lethal 4%, IL1B secr inh 1, HT1080 IDH1KD tx 11% and KB-3-1 tox 3%.
`CC(C)(C)c1ccc(C(=O)NNc2cc(N3CCCCC3)nc(N3CCCCC3)n2)cc1` gave ATXN2 expr inh -18%, SW480 rereplic 4%, ATXN viability inactive, MCF10A rereplic 7%, HepG2 tox -36%, HT1080NT lethal -2%, IL1B secr inh -17, HT1080 IDH1KD tx -20% and KB-3-1 tox inconclusive.
COc1ccc2[nH]c(=O)c(CN(C(=O)c3cccnc3)c3ccc(C)cc3)cc2c1 was read as ATXN2 expr inh 3%, SW480 rereplic 3%, ATXN viability inactive, MCF10A rereplic 11%, HepG2 tox 0%, HT1080NT lethal -2%, IL1B secr inh -10, HT1080 IDH1KD tx -18% and KB-3-1 tox 10%.
`COc1cc(CC(=O)OCc2ccccc2F)cc(OC)c1OC` gave ATXN2 expr inh 5%, SW480 rereplic -6%, ATXN viability inactive, MCF10A rereplic 14%, HepG2 tox -20%, HT1080NT lethal -2%, IL1B secr inh 17, HT1080 IDH1KD tx -4% and KB-3-1 tox 7%.
For COc1ccc(-c2noc(CN(C(=O)c3ccc(C)cc3C)C(C)C)n2)cc1 the results were ATXN2 expr inh -33%, ATXN viability inactive, HepG2 tox -20% and KB-3-1 tox inconclusive.
CN(CC(=O)Nc1ccc(F)cc1)CC(=O)N1CCCC1 was read as ATXN2 expr inh 1%, SW480 rereplic -2%, ATXN viability inactive, MCF10A rereplic -6%, HepG2 tox -23%, HT1080NT lethal -4%, IL1B secr inh 9, HT1080 IDH1KD tx -4% and KB-3-1 tox 0%.

A portion of the results above:
For COc1ccc(-c2noc(CN(C(=O)c3ccc(C)cc3C)C(C)C)n2)cc1 the results were ATXN2 expr inh -33%, ATXN viability inactive, HepG2 tox -20% and KB-3-1 tox inconclusive.
CN(CC(=O)Nc1ccc(F)cc1)CC(=O)N1CCCC1 was read as ATXN2 expr inh 1%, SW480 rereplic -2%, ATXN viability inactive, MCF10A rereplic -6%, HepG2 tox -23%, HT1080NT lethal -4%, IL1B secr inh 9, HT1080 IDH1KD tx -4% and KB-3-1 tox 0%.
